# hcGAS lum = inhibitors of human cGAS. 290,000 tested, 0.081% active. recombinant h-cGAS, ATP depletion, Kinase-Glo luminescence. inhibition, % at 12.5 µM;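 note: 0% = vehicle reaction and 100% = reaction without DNA for no activity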
# Target sequence (Q8N884 whole entry, looked up): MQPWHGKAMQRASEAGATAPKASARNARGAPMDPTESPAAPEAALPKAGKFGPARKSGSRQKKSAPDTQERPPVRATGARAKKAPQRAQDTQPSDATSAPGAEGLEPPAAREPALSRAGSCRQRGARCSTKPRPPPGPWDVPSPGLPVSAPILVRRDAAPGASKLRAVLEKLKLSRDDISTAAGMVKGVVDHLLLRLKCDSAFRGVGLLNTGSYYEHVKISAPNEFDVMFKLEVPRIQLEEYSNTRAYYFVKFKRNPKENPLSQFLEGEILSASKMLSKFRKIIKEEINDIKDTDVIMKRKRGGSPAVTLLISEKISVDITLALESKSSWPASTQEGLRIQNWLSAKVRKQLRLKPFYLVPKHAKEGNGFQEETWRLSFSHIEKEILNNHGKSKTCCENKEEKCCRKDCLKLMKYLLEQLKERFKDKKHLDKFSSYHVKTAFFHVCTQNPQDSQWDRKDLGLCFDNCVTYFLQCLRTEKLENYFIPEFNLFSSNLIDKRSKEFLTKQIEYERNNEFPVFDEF
# mcGAS inh = inhibitors of mouse cGAS | Q8C6L5 | recombinant cGAS, Kinase-Glo ATP depletion luminescence | inhibition, % at 12.5 µM | 160,000 tested, 0.15% active;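 note: 0% = negative control wells and 100% = reference inhibitor with no enzyme activity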
# NPYLR7 agonist = activates Aedes aegypti NPYLR7 receptor | activation, % at 10 µM | 270,000 tested, 0.15% active | HEK293T NPYLR7/Galpha15, GCaMP6s calcium fluorescence; in the data active = activation above about 40%;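 note: 0% = vehicle and 100% = reference agonist at the receptor; some compounds past the cut are filed as inactive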
# * marks the source's active call; other numbers are inactive results; / = no result given; & = joins results of further samples. Cut-off read from the data, not from the text of the source, unless noted: active = inhibition above about 40%; inactive = the rest.
cpd	structure	NPYLR7 agonist	mcGAS inh	hcGAS lum
1	Cc1cc2c(c(=O)n1Cc1ccccc1)C(Cc1ccccc1)C(C#N)C(=N)O2 (stereo unspecified)	-4	/	0
2	CCOC(=O)c1ccc(OC(=O)CCCCCN=C(N)N)cc1	3&20	/	1&-10
3	Cc1ccc(C(=O)OCC(=O)COC(=O)c2ccc(C)s2)s1	2	/	-3
4	CC(=O)Cn1c(=O)c2c(nc3n2CCN3c2ccc(C)c(Cl)c2)n(C)c1=O	3	/	-9
5	CCOC(=O)CCNC(=O)N1CCC(CC2CCCCO2)(C(=O)OCC)CC1 (stereo unspecified)	9&6	-3	-2&-4
6	CNc1nc2cnc(Nc3cccnc3)cc2n1CCN1CCOCC1	-3	-3	2
7	CCC(C)C(NC(=O)Nc1cccc(OC)c1)C(=O)Nc1nnc(-c2ccc(N(C)C)cc2)s1 (stereo unspecified)	-1	-3	0
8	Nc1ccc(Cl)c(S(=O)(=O)Nc2ccc(I)cc2)c1	-1	/	-6
9	COc1ccccc1N=c1oc2cc(OC(C)=O)ccc2cc1C(=O)NC(C)=O	-12	11	3
10	CC(C)c1cc(C(=O)OCc2ccccc2C(N)=O)n[nH]1	-5	-17	-8
11	CC1(C(=O)NCCc2cccs2)CCN1CC1CCOC1 (stereo unspecified)	-6	/	4
12	Cc1ccc(CNC(=O)NCCNc2ccccc2[N+](=O)[O-])cc1	0	-8	-8
13	COc1cc(-n2cnnn2)c(Cl)cc1C(=O)NC1CC=CC1	4	/	-7
14	COc1ccc(NC(=O)CSc2nnc(CNC(=O)c3ccc(S(=O)(=O)N4CCCC4)cc3)n2-c2ccc(F)cc2)cc1	6	-5	-3
15	Cc1ccc2c(c1)CC(C(=O)N1CCCn3cncc3C1)N2 (stereo unspecified)	-4	/	-6
16	COC(=O)CCCC(=O)NC(C)c1cnc(-c2ccncc2)nc1C (stereo unspecified)	15	/	-3
17	O=C(CN(CCN1CCCCC1)C(=O)c1cc(Cl)cc(Cl)c1)Nc1ccon1	/	1	1
18	c1nc(Nc2ccc3c(c2)CCC3)c2c3c(sc2n1)CCCC3	6	/	-7
19	CCn1nc(C)c(C(=O)Nc2ccc(OC(C)C)cc2C)c1C	5	/	-16
20	CC(C)(C)CN1CC(NC(=O)c2ccc(-c3ccn[nH]3)cc2)CC1=O (stereo unspecified)	8	/	-3
21	CN(Cc1cccc(N2CCN(S(=O)(=O)c3c(Cl)cccc3Cl)CC2)c1)S(C)(=O)=O	2	-2	1
22	CCOC(=O)C1=NNC2C(=O)N(CC)C(=O)C12 (stereo unspecified)	6	-4	-1
23	Cc1nc(N2CCC(C(=O)N3CCN(C(=O)c4ccco4)CC3)CC2)nc2ccc(C(C)C)cc12	10	-2	4
24	O=C(CC(C(=O)N1CCC(n2c(=O)[nH]c3ccccc32)CC1)C1CCCO1)N1CCC(n2c(=O)[nH]c3ccccc32)CC1 (stereo unspecified)	-11	-7	-4
25	COc1ccc(F)cc1C(=O)Nc1nnc(C)s1	-7	/	2
26	CCCn1c(C2CC(=O)N(CCc3ccccc3)C2)nc2ccccc21 (stereo unspecified)	27	/	-2
27	Cc1sc2ncnc(N3CCC(C(=O)Nc4nn5cnnc5s4)CC3)c2c1C	7	/	-2
28	CCCn1c(=O)c2c(nc3n(-c4ccc(Br)cc4)c(C)cn23)n(C)c1=O	7	-8	-6
29	Cc1ccc(Cl)c(Oc2cc(N3CCN(C(=O)c4ccc(F)cc4)CC3)ncn2)c1	-9	-8	-4
30	O=C(Cc1ncccn1)N1CCC(c2cc(Cc3ccccc3)[nH]n2)CC1	-3	-9	-3
31	Cn1c(=O)c2c(nc3n2CC(c2ccc(F)cc2)=NN3Cc2ccccc2F)n(C)c1=O	-6	/	2
32	Cc1cc(C)n(C(=O)c2sccc2S(=O)(=O)N(C)c2ccc(Cl)cc2)n1	0	-5	-3
33	CC1CCCN(CCNC(=O)CN2CCc3ncn(C)c3C2)C1 (stereo unspecified)	/	-5	-14
34	CN1CCN(N=Cc2cc(Br)ccc2O)CC1	4	/	-3
35	COc1cccc(C(=O)N2CCN(C(=O)c3cc(-c4ccc(Cl)cc4)n(-c4cccc(F)c4)c3C)CC2)c1	/	-5	-10
36	Cc1cc2n(n1)CCCN(C(=O)CN(C)C1CCS(=O)(=O)C1)C2 (stereo unspecified)	/	-4	-9
37	COCCn1cc(C(=O)N2CCN(C(=O)c3ccc(C)cc3)CC2)c2nn(-c3ccccc3)c(=O)c-2c1	1	-9	-7
38	C/C(=C\c1ccco1)C1CC(=O)Nc2cc3[nH]ncc3cc21 (stereo unspecified)	0	/	-7
39	O=C(NC12CC3CC(CC(C3)C1)C2)c1ccc2nc(-c3ccccc3)c(-c3ccccc3)nc2c1	-5	-7	-5
40	COC(=O)CCC(=O)N(Cc1nc2cc(C)ccc2o1)Cc1cc(F)ccc1F	4	-7	-8
41	COc1cccc(Cn2cccc2CN(Cc2ccccc2)C(=O)CN(CC(C)C)C(=O)COc2ccccc2)c1	1	-4	-2
42	CNc1cc(-c2ccc(O)cc2C)nc2ccnn12	1	/	-7
43	Cn1ccnc1SCC(=O)c1cc(I)c(O)c(I)c1	-1	76*	8
44	CC(C#N)(NC(=O)CN(CCc1cccc(F)c1)C1CC1)C1CC1 (stereo unspecified)	2	/	-6
45	Cc1cc(OC(=O)N2CCOCC2)cc2c1C(=O)/C(=C/c1ccncc1)O2	10	-9	-10
46	COc1cc(/C=C2/SC(=S)N(CC(=O)O)C2=O)ccc1OCc1ccc(Br)cc1	-7	-2	-4
47	COc1ccc(/C=C2/SC(N)=NC2=O)cc1	-12	2	2
48	Cc1ccc(-n2c(C)nnc2SCc2ccc(C(=O)NCc3ccco3)cc2)cc1	23	-5	-6
49	CCn1nc(CC(C)C)cc1C(=O)N1CCc2c(nc[nH]c2=O)C1	4	/	-5
50	CCc1nc(CCNC(=O)NCC2CCCN(C(C)C)C2)cs1 (stereo unspecified)	-7	/	-17
51	CCOC(=O)C1=C(CN2CC(C)Sc3ccccc32)NC(=O)NC1c1ccco1 (stereo unspecified)	8	/	-6
52	CC1=C(C(=O)OC(C)C)C(c2cccc3ccccc23)C2=C(CC(c3ccc(Cl)cc3)CC2=O)N1 (stereo unspecified)	2	-7	-5
53	CC1CC(C)CN(C(=O)C(OC(=O)C2CCC2)C(C)C)C1 (stereo unspecified)	8	/	-2
54	CC(C)NC(=O)C1(C)CCCCN1Cc1ccc(OCc2ccccc2)cc1 (stereo unspecified)	2	/	-14
55	Cc1ccc(Cn2cccc2C2=NCCO2)cc1	7	/	-10
56	COc1cc(OC)cc(-n2c(CCC(=O)NCCCn3ccnc3)cc3c2-c2ccccc2CC3)c1	1	-10	-5
57	CCOc1ccc(NC(=O)c2cccn(OCc3ccc(F)cc3)c2=O)cc1	3	-8	-5
58	CCOC(=O)CC1=C(C(=O)OCC)C(c2ccc(F)cc2)C(C#N)C(=N)O1 (stereo unspecified)	-2	-6	-2
59	CC1CCCN(c2cc(C(=O)NC(C)C)c3ccccc3n2)C1 (stereo unspecified)	1	1	0
60	CCCCCN(C)Cc1csc(Cc2ccc(Cl)c(Cl)c2)n1	1	-5	-5

# Next part.
cpd	structure	NPYLR7 agonist	mcGAS inh	hcGAS lum
61	CCCc1ccc(C(C)NC(=O)CN2CCN(c3cn[nH]c(=O)c3)CC2)cc1 (stereo unspecified)	-4	-7	-2
62	COc1ccccc1C1=NOC(CN(Cc2cccc(Cl)c2)C(=O)C(C)C)C1 (stereo unspecified)	15	-5	-2
63	CC1c2cccn2CCN1S(=O)(=O)c1ccc(F)cc1F (stereo unspecified)	-1	-4	-1
64	CCC(NC(=O)CCn1c(C)csc1=O)c1ccc(Cl)cc1 (stereo unspecified)	1	/	-7
65	COC(=O)Cn1c(=O)c2c(nc3n2CCN3c2ccc(OC)cc2)n(C)c1=O	2	/	1
66	Cc1c(C)n2c3c(=O)n(Cc4ccccc4Cl)c(=O)n(C)c3nc2n1CC1CCCO1 (stereo unspecified)	-3	0	-10
67	COc1cc(CN2CC(=O)N(Cc3cccnc3)CC(OC)C2)ccc1OCc1ccccc1 (stereo unspecified)	17	-4	-3
68	O=C(NCCCOc1cccc([N+](=O)[O-])c1)c1ccccc1-n1cccc1	-14	-3	-7
69	O=C(c1cc2n(n1)CCN(Cc1ccccc1Cl)C2=O)N1CCOCC1	-2	-3	-4
70	COc1ccc(/C=C2\C(=O)N(c3cccc(Cl)c3)N=C2C)cc1[N+](=O)[O-]	-9	10	0
71	COc1ccc(-c2onc(C)c2C(=O)NCc2cccs2)cc1	-2	-8	-8
72	CC1=C(C(=O)OC2CCCCCC2)C(c2ccc3c(c2)OCO3)NC(=O)N1C (stereo unspecified)	-5	-3	-6
73	CCCN(Cc1cc(NC(=O)Nc2ccc(C(F)(F)F)cc2)ccc1N(C)C)C(=O)c1ccccc1Cl	1	-8	-8
74	CCc1c(C)nc(-n2nc(C)cc2NC(=O)c2ccccc2SC)[nH]c1=O	7	-6	-4
75	Nc1c(-c2nc(-c3ccc4c(c3)OCO4)no2)nnn1-c1ccc(F)cc1	3	/	-7
76	CCNC(=O)C1(C)CCN(Cc2cccc(Oc3ccccc3)c2)C1 (stereo unspecified)	2	/	-16
77	O=S(=O)(NC1c2cccc3cccc(c23)C1N1CCNCC1)c1ccccc1 (stereo unspecified)	7	/	6
78	CCSc1ccc(C(=O)N2CCCCC2C(=O)NC(C)(C)C)cn1 (stereo unspecified)	7	/	-4
79	COc1ccc(S(=O)(=O)N2CCCCC2c2cn[nH]c2)cc1OC (stereo unspecified)	1	-15	-13
80	O=c1[nH]c(SCc2ccccc2)nc2ccccc12	0	-9	-4
81	Cc1cccnc1NC(=O)CNC(=O)c1ccc(-c2ccccc2)cc1	3	/	-6
82	S=C(N=P(c1ccccc1)(N1CCOCC1)N1CCOCC1)N1CCCCC1	4	/	-4
83	O=S1(=O)c2cccc3cccc(c23)N1Cc1ccccn1	1	/	-7
84	CC(CNC(=O)/C=C(/c1ccc(Cl)cc1)C(F)(F)F)CN1CCN(C)CC1 (stereo unspecified)	-7	8	2
85	CCC(C(=O)N1CCC2(CC1)OCCO2)N1C(=O)CCn2nc(C)cc21 (stereo unspecified)	/	0	-3
86	CCOCCCn1c(SCc2cc(C(F)(F)F)ccc2F)nc2cc(C(=O)OCC)ccc21	-6	1	1
87	COCc1ccc(CN2CCC(N3CCC(C(=O)NCC4CCCO4)CC3)CC2)o1 (stereo unspecified)	9	/	-1
88	CC(=O)C1=C(C)NC2=C(C(=O)CC(C)(C)C2)C1C (stereo unspecified)	-1	-3	-5
89	O=S(=O)(CCO)Cc1cc(Br)ccc1Cl	-15&-6	-11	0&-7
90	Cc1ccsc1C=CC(=O)O	-5	/	0
91	C=CCN1C(=O)C(=Cc2ccco2)SC1=S	-2	/	-6
92	CCC(C)(C)C1CCc2c(sc(NC(=O)c3c(-c4ccccc4Cl)noc3C)c2C#N)C1 (stereo unspecified)	4	-7	-5
93	Cn1c(=O)c2c(nc3n2CCN3c2ccccc2)n(C)c1=O	/	-8	-5
94	COC[C@]1(O)CCN(C(=O)CCn2cnnn2)CC1(C)C	/	-1	4
95	CCN1CCN(CC(=O)N2CCCC(Nc3ccc(C(C)C)cc3)C2)CC1 (stereo unspecified)	4&14	-2	-8&-1
96	CCCn1c(N2CCN(Cc3ccc(Br)cc3)CC2)nc2c1c(=O)[nH]c(=O)n2C	4	/	-3
97	O=C(c1cccc(-n2cccn2)c1)N1CCCC2(C1)C(=O)Nc1ccccc12 (stereo unspecified)	1	-15	-8
98	O=C(CSc1ccc(-c2ccc(-n3ccnc3)cc2)nn1)NCc1ccc(Cl)cc1	-7	-6	-6
99	CC(=O)N1CCc2cc(C(=O)N(Cc3ccccc3)C(C)CN3CCOCC3)ccc21 (stereo unspecified)	0	/	2
100	COc1ccc(Oc2cc(N3CCCCCC3)ncn2)cc1	3	-4	-4

# Entries shown so far containing an NH in an aromatic ring, in the order listed:
cpd	structure	NPYLR7 agonist	mcGAS inh	hcGAS lum
10	CC(C)c1cc(C(=O)OCc2ccccc2C(N)=O)n[nH]1	-5	-17	-8
20	CC(C)(C)CN1CC(NC(=O)c2ccc(-c3ccn[nH]3)cc2)CC1=O (stereo unspecified)	8	/	-3
24	O=C(CC(C(=O)N1CCC(n2c(=O)[nH]c3ccccc32)CC1)C1CCCO1)N1CCC(n2c(=O)[nH]c3ccccc32)CC1 (stereo unspecified)	-11	-7	-4
30	O=C(Cc1ncccn1)N1CCC(c2cc(Cc3ccccc3)[nH]n2)CC1	-3	-9	-3
38	C/C(=C\c1ccco1)C1CC(=O)Nc2cc3[nH]ncc3cc21 (stereo unspecified)	0	/	-7
49	CCn1nc(CC(C)C)cc1C(=O)N1CCc2c(nc[nH]c2=O)C1	4	/	-5
61	CCCc1ccc(C(C)NC(=O)CN2CCN(c3cn[nH]c(=O)c3)CC2)cc1 (stereo unspecified)	-4	-7	-2
74	CCc1c(C)nc(-n2nc(C)cc2NC(=O)c2ccccc2SC)[nH]c1=O	7	-6	-4
79	COc1ccc(S(=O)(=O)N2CCCCC2c2cn[nH]c2)cc1OC (stereo unspecified)	1	-15	-13
80	O=c1[nH]c(SCc2ccccc2)nc2ccccc12	0	-9	-4
96	CCCn1c(N2CCN(Cc3ccc(Br)cc3)CC2)nc2c1c(=O)[nH]c(=O)n2C	4	/	-3

# Screening results (PubChem)
